Bioassay records from PubChem BioAssay.
Hck-Nef inh – inhibitors of Nef-activated human Hck kinase, primary screen, biochemical, Z-Lyte FRET, 384-well, Hck-YEEI; Tyrosine-protein kinase HCK (Homo sapiens), P08631; Recombinant Hck-YEEI plus Nef, Z-Lyte FRET kinase assay; inhibition, % at 20 µM; 220,000 compounds, 0.68% hits; AID 463187, 2010;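 active means Hck-Nef kinase inhibition above about 50%, limit read from the data; inactive means inhibition below that limit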;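 further: 0% = DMSO with Hck plus Nef and 100% = Hck alone without Nef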
KLK5 inh – human KLK5 protease inhibitors, primary screen, biochemical, 1536-well; inhibition, % at 5 µM; 210,000 compounds, 0.59% hits; Kallikrein-5 (Homo sapiens), Q9Y337; recombinant hK5, fluorogenic AMC substrate cleavage;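 active means inhibition of 40% or more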;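 further: 0% = enzyme controls without compound and 100% = no-enzyme blanks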
Target sequence (Q9Y337 67-293 limits assumed): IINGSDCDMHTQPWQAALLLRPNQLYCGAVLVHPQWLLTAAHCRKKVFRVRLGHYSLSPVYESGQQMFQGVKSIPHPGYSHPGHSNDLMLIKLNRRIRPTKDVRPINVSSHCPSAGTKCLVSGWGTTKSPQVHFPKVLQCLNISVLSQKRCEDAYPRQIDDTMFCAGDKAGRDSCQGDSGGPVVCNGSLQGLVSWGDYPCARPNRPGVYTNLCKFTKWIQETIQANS
Rad51 HR inh – human RAD51 strand exchange inhibitors, primary screen, biochemical, fluorescence; 200,000 compounds, 0.085% hits; hRad51 DNA strand exchange, fluorescence dequenching; inhibition, % at 10 µM; AID 1385, 2008; DNA repair protein RAD51 homolog 1 (Homo sapiens), Q06609;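 active means inhibition above 40% at the single screening dose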;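 further: 0% = DMSO control wells and 100% = blanks with heterologous ssDNA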
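material = hRad51 filaments on single-stranded DNA | reagent = Donor/quencher-labelled 47-bp dsDNA substrate | compound = 10 µM final, single point | schedule = strand-exchange reaction 15 min at room temperature | measured by = fluorescein emission 520 nm, excitation 485 nm | read-out basis = % inhibition versus plate control and blank means | benchmarks = plate controls and plate blanks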
L929 necroptosis – inhibitors of zVAD-triggered necroptosis, primary screen, L929 cells; AID 1377, 2008; viability rescue, % at 10 µM; L929 zVAD necroptosis rescue, ATP luminescence, 24 h; with zVAD 60 µM; 220,000 compounds, 0.38% hits;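 active means activation, scaled between plate controls, above about 75%, limit read from the data; inactive means activation under that limit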;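 further: 0% = zVAD with DMSO and 100% = DMSO alone without zVAD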
thrombin 1536 – human alpha-thrombin inhibitors, primary screen, counter-screen for coagulation protease inhibitor project, biochemical, 1536-well, fluorogenic AMC substrate. Prothrombin (Homo sapiens), P00734. Boc-VPR-AMC fluorogenic substrate cleavage. inhibition, % at 5 µM. 220,000 compounds, 0.26% hits;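 active means inhibition at or above 40%; inactive means inhibition below 40%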;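 further: 0% = enzyme with no compound and 100% = wells without enzyme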
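System: human alpha-thrombin protein; Compound dosing: one concentration per compound, 5 µM, with 0.2% DMSO; Timing: reaction at room temperature; Technique: AMC fluorescence, 355/460 nm; Controls: enzyme without compound as high, wells lacking enzyme as low.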
FXIa inh – human FXIa protease inhibitors, primary screen, biochemical, 1536-well; 220,000 compounds, 0.14% hits; inhibition, % at 5 µM; Coagulation factor XI (Homo sapiens), P03951; purified FXIa, Boc-Glu-Ala-Arg-AMC fluorogenic substrate;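 active means inhibition of at least 40%; inactive means inhibition below 40%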;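 further: fluorescence of freed AMC excited at 355 nm; 0% = enzyme without compound and 100% = no enzyme blank; many of its hits are not listed in these tables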
KCC2 mod – KCC2 cotransporter modulators, thallium flux, primary screen, cell-based, HEK293 KCC2, FluoZin-2 fluorescence, MLSMR; Solute carrier family 12 member 5 (Homo sapiens), Q9H2X9; KCC2 cells, thallium flux FluoZin-2 fluorescence; 190,000 compounds, 2.2% hits; B-score of Tl+ flux slope (higher = more flux/activation; lower = inhibition) at 10 µM;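 active means thallium flux slope and its plate-corrected score both differing from the plate sample mean at a set confidence after two filtering rounds, in either direction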;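 further: slope of fluorescence scaled to starting intensity during 10 to 20 s after thallium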
TNF death inh – inhibitors of TNF-alpha triggered necroptosis, primary screen, cell-based, Jurkat FADD-/-, single concentration | 220,000 compounds, 0.068% hits | Jurkat FADD-/- TNF necroptosis rescue, ATP luminescence, 24 h; 0 = TNF only, 100 = no-TNF cells | AID 463075, 2010 | activation (protection from cell death), % at 10 µM;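 active means activation, meaning protection from cell death, of at least 50% relative to plate controls; inactive means activation below 50%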;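 further: necroptosis triggered by 40 ng/mL TNF-alpha added together with compound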
FXIIa inh – human FXIIa protease inhibitors, primary screen, biochemical, 1536-well | purified FXIIa, Boc-QGR-AMC fluorogenic substrate, 2 h | 220,000 compounds, 0.3% hits | inhibition, % at 5 µM | Coagulation factor XII (Homo sapiens), P00748; in the data active means inhibition above about 40%;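 further: 0% = enzyme with no compound and 100% = blank without enzyme; many of its hits are not listed in these tables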
Target sequence (P00748 20-372 limits assumed): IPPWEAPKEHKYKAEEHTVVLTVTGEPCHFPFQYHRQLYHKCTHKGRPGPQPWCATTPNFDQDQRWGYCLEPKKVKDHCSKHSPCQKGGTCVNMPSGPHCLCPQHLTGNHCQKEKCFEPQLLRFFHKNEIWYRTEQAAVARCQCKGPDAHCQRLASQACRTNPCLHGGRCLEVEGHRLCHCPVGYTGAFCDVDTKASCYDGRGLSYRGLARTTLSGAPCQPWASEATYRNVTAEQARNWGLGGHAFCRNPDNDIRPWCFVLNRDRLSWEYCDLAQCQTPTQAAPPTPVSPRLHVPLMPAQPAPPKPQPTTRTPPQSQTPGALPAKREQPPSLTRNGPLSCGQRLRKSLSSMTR
Target sequence (P00748 373-615 limits assumed): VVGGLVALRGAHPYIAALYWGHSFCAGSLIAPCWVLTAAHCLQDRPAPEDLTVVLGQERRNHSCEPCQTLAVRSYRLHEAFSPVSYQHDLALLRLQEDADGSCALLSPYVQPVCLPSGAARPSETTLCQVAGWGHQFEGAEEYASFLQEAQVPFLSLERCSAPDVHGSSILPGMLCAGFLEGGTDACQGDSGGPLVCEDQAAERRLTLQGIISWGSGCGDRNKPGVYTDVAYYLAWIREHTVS
* = called active by the depositor; / = not tested or not shown. Only part of the results is shown; count on the stated rates, not on these rows.

Start of the listing, in advance, two compounds:
SMILES	Hck-Nef inh	KLK5 inh	Rad51 HR inh	L929 necroptosis	thrombin 1536	FXIa inh	KCC2 mod	TNF death inh	FXIIa inh
CC(=O)Nc1ccccc1C(=O)C(=O)Nc1ccc(C)c(F)c1	-7	-11	7	0.6	0	-297	-1.1	1.3	13
CCOC(=O)N1CCC(N2CCN(S(=O)(=O)CC)CC2)CC1	-1	-2	/	0.3	0	-4	/	0.1	5

The listing (from the top)
SMILES	Hck-Nef inh	KLK5 inh	Rad51 HR inh	L929 necroptosis	thrombin 1536	FXIa inh	KCC2 mod	TNF death inh	FXIIa inh
CC(=O)Nc1ccccc1C(=O)C(=O)Nc1ccc(C)c(F)c1	-7	-11	7	0.6	0	-297	-1.1	1.3	13
CCOC(=O)N1CCC(N2CCN(S(=O)(=O)CC)CC2)CC1	-1	-2	/	0.3	0	-4	/	0.1	5
O=C(NC1C(=O)NNC1c1ccccc1)c1ccccc1 (stereo not drawn)	0	-6	-2	0.2	2	1	/	-1.0	13
COc1ccc(NS(=O)(=O)c2ccc(NC(=O)c3cnn4c(C(F)F)cc(-c5ccc(C)cc5)nc34)cc2)cc1	1	-18	11	-0.1	0	-5	-0.35	-3.3	5
CCCC(=O)NC(=S)Nc1cccc(NC(=O)c2ccccc2)c1	22	-9	-3	23	-2	-8	0.28	1.2	3
O=C(COC(=O)c1ccc(Cl)nc1)Nc1ccc2c(c1)OCO2	23	3	1	0.5	10	-1	-1.9	-0.3	11
CCN(CC)S(=O)(=O)c1ccc(N2CCN(c3cccc(OC)c3)CC2)c([N+](=O)[O-])c1	-22	-7	/	0.3	3	9	0.8	1.3	12
Cc1ccc(CN2CCN(Cc3ccc(-n4cccn4)cc3)CC2CCO)cc1 (stereo not drawn)	15	-3	-2	-0.1	-7	-6	/	1.6	5
COc1ccc(/C=C(/C(=O)NCc2ccccc2)c2ccccc2)cc1	0	-25	/	1.1	-5	7	-3.2	-0.4	8
O=C(O)CCC(=O)NCc1ccc(F)cc1	-2	-27	5	-0.2	-1	-4	/	1.2	22
CC1CCCC(NC(=O)COC(=O)Cc2c[nH]c3ccccc23)C1C (stereo not drawn)	16	0	-6	2.3	-4	-6	-1.4	0.9	1
Cc1ccc(-c2cc(=O)c3ccc(F)cc3[nH]2)cc1	-2	2	3	1.6	2	0	0.28	-4.5	7

Just L929 necroptosis, thrombin 1536 and FXIIa inh, for some of the entries so far:
mol	L929 necroptosis	thrombin 1536	FXIIa inh
O=C(NC1C(=O)NNC1c1ccccc1)c1ccccc1 (stereo not drawn)	0.2	2	13
COc1ccc(NS(=O)(=O)c2ccc(NC(=O)c3cnn4c(C(F)F)cc(-c5ccc(C)cc5)nc34)cc2)cc1	-0.1	0	5
CCCC(=O)NC(=S)Nc1cccc(NC(=O)c2ccccc2)c1	23	-2	3
O=C(COC(=O)c1ccc(Cl)nc1)Nc1ccc2c(c1)OCO2	0.5	10	11
CCN(CC)S(=O)(=O)c1ccc(N2CCN(c3cccc(OC)c3)CC2)c([N+](=O)[O-])c1	0.3	3	12

The list goes on:
SMILES	Hck-Nef inh	KLK5 inh	Rad51 HR inh	L929 necroptosis	thrombin 1536	FXIa inh	KCC2 mod	TNF death inh	FXIIa inh
COc1ccc(C(=O)O)cc1NC(=S)NC(=O)c1ccc(-c2ccc(Cl)cc2)o1	36	6	-61	0.3	-2	1	-2.2	2.4	5
COc1ccc(S(=O)(=O)/N=C2/NC(=O)/C(=C\c3cc(OC)c(OC)cc3[N+](=O)[O-])S2)cc1	-2	-1	0	1.8	4	3	/	1.2	12
COc1ccc(CCNC(=O)CSc2ccc(-c3ccccc3)nn2)cc1OC	0	5	2	0.5	-5	-26	-1.3	-4.0	9
Cc1ccc(NC(=O)COC(=O)CN2C(=O)COc3ccccc32)cc1	4	2	-13	-0.4	4	4	0.95	-1.2	-1
Nc1nnc(SCC(=O)N2CCN(c3cccc(Cl)c3)CC2)n1-c1ccccc1	-1	-9	-5	-0.8	5	10	0.63	-0.2	19
Cc1cc(C)c2nc(N3CCCC(C(=O)NCCN4CCOCC4)C3)sc2c1 (stereo not drawn)	5	-3	5	0.2	-5	-1	/	-2.6	-8
COC(=O)N/N=C\c1cc2c(cc1Br)OCO2	28	-9	-22	0.1	-11	-3	-0.53	-0.9	10
COc1cccc(NC(=O)NCCC2=CCCCC2)c1	0	0	4	4.5	4	2	-1.9	2.6	8
Cn1c(=O)c(-c2cc(Br)ccc2N)nc2ccccc21	4	-7	-2	-1.4	8	-3	-1.3	-2.8	20
Cc1ccc(OCC(=O)Nc2cc(S(=O)(=O)N3CCOCC3)ccc2Cl)c([N+](=O)[O-])n1	27	-3	/	0.0	-1	-4	0.88	1.2	5
CCCCCCN1CC(O)=C(c2ccccc2)C1=N	-2	18	16	-0.3	11	-1	-0.46	0.8	22
CC(NS(=O)(=O)c1ccccc1)C(c1cccs1)N1CCN(C)CC1 (stereo not drawn)	1	-5	1	0.0	-1	8	0.047	0.8	11

Further results.
Order of values: Hck-Nef inh, KLK5 inh, Rad51 HR inh, L929 necroptosis, thrombin 1536, FXIa inh, KCC2 mod, TNF death inh, FXIIa inh
CCCn1c(SCC(=O)N2CCN(c3ccccc3)CC2)nc2ccccc2c1=O
 : 0, -7, 5, 0.1, -12, -4, -0.01, 0.8, 5
CCC1S/C(=C(\C#N)C(=O)NCc2ccco2)N(c2ccc(F)cc2)C1=O (stereo not drawn)
 : 2, 4, -11, -0.3, -2, 2, 1, -2.6, 14
CCCCN(C)C(=O)C(Cc1ccccc1)NS(=O)(=O)c1ccc2c(c1)c(=O)n(C)c(=O)n2C (stereo not drawn)
 : 0, -5, 5, -0.5, 3, 7, /, -8.3, 17
COc1ccc(CC(=O)NNc2ncnc3c2cnn3-c2ccc(C)cc2)cc1OC
 : 2, -5, -3, 1.9, -4, 7, 0.42, 1.5, 13
Cc1cc2nc(-c3ccc(NC(=O)C(C)C)cc3)oc2cc1C
 : 7, 0, /, 17, -1, -2, 0.57, 1.7, 7
C=CCOc1ccc(/C=C2\SC(=S)N(C(C(=O)O)c3ccccc3)C2=O)cc1 (stereo not drawn)
 : 51*, 10, /, -0.4, -1, 7, -2.1, 1.1, 14
COc1c(F)c(F)c(-c2csc(N)n2)c(F)c1F
 : -1, /, /, -0.4, /, /, 1.2, -1.7, /
Cc1ccc(S(=O)(=O)/C(C#N)=C/c2c(N3CC(C)OC(C)C3)nc3c(C)cccn3c2=O)cc1 (stereo not drawn)
 : 2, -5, -8, 0.0, -2, 2, -2.9, -1.0, 4
NC(=S)N/N=C/c1ccccc1OCc1cccc(Cl)c1
 : -1, 3, -9, -0.3, 5, 19, 0.75, -13, 22
O=C(CSc1nnc(COc2ccccc2)o1)c1ccccc1
 : 0, -14, -1, 0.6, -6, -4, /, 7.0, 2
COc1ccc(C)cc1NC(=O)COC(=O)c1ccc([N+](=O)[O-])o1
 : 2, 5, -28, 0.0, 1, 5, -0.083, 1.1, 12
CCOC(=O)CCc1c(C)nc2c(c(C)nn2C(C)(C)C)c1C
 : -1, 0, -7, 1.6, -2, 1, -0.72, 1.0, 9
CCOc1ccc2[nH]c3c(N4CCc5ccccc5C4)ncnc3c2c1
 : 12, -2, -3, 1.0, -6, 9, -1.8, -13, 0
COC(=O)CN1C(=O)C2(C(C#N)=C(N)Oc3n[nH]c(-c4cccs4)c32)c2ccccc21 (stereo not drawn)
 : 0, -2, 3, 0.4, -6, -4, 0.05, -2.0, -6
O=C(NCCOCc1ccc(Cl)cc1)c1ncn[nH]1
 : 2, -4, /, -0.1, 1, 4, -0.0069, 1.6, 9
O=C(N/N=C/c1cc(Cl)cc([N+](=O)[O-])c1O)c1ccccc1NS(=O)(=O)c1cccs1
 : 11, -9, -15, 0.5, 0, 0, -2.3, 0.5, 5
Cn1cc(C(=O)N/N=C/c2cccs2)c2ccccc21
 : 3, -5, 2, 81*, 6, 7, 0.78, -2.8, 5
NS(=O)(=O)c1ccc(N=Nc2c(O)c(C(=O)O)cc3ccccc23)cc1
 : 11, 0, 17, 2.1, -4, -11, 0.54, -4.5, 2
COc1ccc(/C(N)=N/OC(=O)Cc2ccccc2OC)cc1
 : 0, -2, 9, 0.4, 5, 5, -0.046, -2.1, 7
c1ccc(N2CCN(c3ccc4nncn4n3)CC2)nc1
 : 16, -10, 1, 0.4, -2, 0, -0.02, 2.8, 10
O=C(CSc1ccccn1)Nc1nc2ccccc2s1
 : 1, -5, /, 0.9, 4, 3, -1.3, 8.9, 9
CN(C)C(CNC(=O)Cc1cccc(C(F)(F)F)c1)c1ccco1 (stereo not drawn)
 : 15, 1, -9, 0.5, -18, -4, -0.56, 1.8, 8
CCc1nnc(NS(=O)(=O)c2ccc(N/C=C/C(=O)c3ccc(C)cc3)cc2)s1
 : 19, 1, 2, 2.9, 0, -5, -1.7, 0.5, -1
CC(CNS(=O)(=O)c1ccccc1)Sc1ncccn1 (stereo not drawn)
 : 19, 1, /, 0.2, -6, 2, -0.13, 0.6, 7
Cc1cc(NC(=O)c2ccc(COc3ccccc3Cl)o2)no1
 : 5, -15, 4, 2.9, 1, -2, 0.97, 0.1, -1
Cn1c(NCCCN2CCOCC2)nc2c1c(=O)n(Cc1ccc(Cl)cc1)c(=O)n2C
 : 4, 6, 4, 0.8, 3, -4, /, 0.8, 0
COc1ccc(-n2c(SCC(=O)N3CCOCC3)nc(O)c(Cc3ccccc3)c2=O)cc1
 : -16, -6, -2, -1.4, -4, -4, -0.008, -0.5, 10
CCCn1cc(S(=O)(=O)CC(=O)N2CCc3ccccc32)c2ccccc21
 : -2, -28, 6, 1.4, 1, -3, -1.6, -1.8, -2
Cn1c(=O)c2c(nc(N3CCN(Cc4ccccc4)CC3)n2CC(=O)c2ccccc2)n(C)c1=O
 : -7, /, 1, -0.2, /, /, 0.13, -1.6, /
C=CCn1c(C)cc(C2=NNC(=NCC)SC2)c1C
 : 12, -19, 0, -0.6, -7, 7, 0.19, -3.0, 9
COc1ccccc1/C=C/C1(C(=O)NC2CCCC2)CC(=O)N1c1ccc(C)cc1 (stereo not drawn)
 : 4, -5, -7, -0.9, 0, 3, 0.49, -6.3, 10
Nc1n[nH]c(-c2cccc([N+](=O)[O-])c2)n1
 : 2, -2, /, 0.7, -3, -4, -0.2, 1.4, 3
